Screens as filed in PubChem BioAssay.
NCI-60 one-dose screen, 48 h, at 10 µM unless noted. Numbers give growth in % (100 = growth as untreated, 0 = no growth, -100 = all killed).
HOP-62 – HOP-62 NSCLC; 80,000 compounds, 3.9% hits; AID 1794735
M14 – M14 melanoma. 80,000 compounds, 6.2% hits
EKVX – EKVX NSCLC | AID 1794765 | 71,000 compounds, 3% hits
LOX IMVI – LOX IMVI melanoma; AID 1794757; 79,000 compounds, 7.4% hits
CCRF-CEM – CCRF-CEM leukemia. 77,000 compounds, 7% hits
HOP-92 – HOP-92 NSCLC cells; AID 1794738; 71,000 compounds, 6.3% hits
SK-MEL-5 – SK-MEL-5 melanoma. 80,000 compounds, 6.4% hits. AID 1794755
A549/ATCC – A549/ATCC NSCLC; 81,000 compounds, 3.7% hits; AID 1794740
An asterisk follows results filed as active; · = not tested or not shown; & = joins results of further samples; [ ] = dose if it differs, or a comment. The calls were made as follows: active = growth percent below 10; inactive = the rest.

SMILES	HOP-62	M14	EKVX	LOX IMVI	CCRF-CEM	HOP-92	SK-MEL-5	A549/ATCC
NC(=O)c1c2c(c3ccc4c5ccccc5ccc4n13)C(=O)c1ccccc1C2=O	131.1	111.1	97.1	94.9	102.3	100.6	103.2	123.5
Brc1cnc2[nH]cc(-c3nnc(-c4ccccc4)o3)c2c1	85.2	76.6	31.4	·	102.3	74.7	80.4	81.2
COc1ccc(-c2nc(N)nc(C)c2-c2ccc(Cl)cc2)c(O)c1	104.0	105.0	·	94.6	91.3	91.0	98.2	95.5
O=C(c1ccccc1)c1c2ccccc2cc2ccccc12	106.6	97.9	·	86.5	95.0	·	101.3	90.9
Cc1cc(C)nc(SC2=C(Nc3cccc(C(=O)O)c3)C(=O)N(Cc3ccccc3)C2=O)n1	103.6[30 µM]	103.2[30 µM]	94.8[30 µM]	93.6[30 µM]	90.8[30 µM]	119.3[30 µM]	113.3[30 µM]	54.0[30 µM]
O=C(CSc1nc2ccccc2c(=O)n1-c1ccccc1)c1cc2cc(Cl)cc(Cl)c2oc1=O	89.8	103.4	96.4	96.0	89.1	68.1	101.1	79.1
C#C[C@]1(O)CC[C@H]2[C@@H]3CC=C4c5sc(Nc6ncccc6C)nc5CC[C@]4(C)[C@H]3CC[C@@]21C	11.9	-55.9*	-10.6*	-78.0*	7.7*	20.5	6.0*	21.8
O=C(NNc1nc2ccccc2nc1/C=C/c1ccc(F)cc1)Nc1cccc(Cl)c1	65.6	67.7	55.8	35.1	63.9	64.8	53.8	53.9
Cc1ccc2c(c1)Oc1nc(N)c(C#N)c(N)c1C2Sc1ccc(F)cc1 (stereo not drawn)	-86.3*	·	-98.9*	-93.1*	-21.1*	-93.6*	-95.4*	-82.2*
Cc1cc2ncn(CO)c2cc1C	96.9	102.7	·	96.9	·	97.5	102.3	·
Cc1ccc(N2CCN(C(=S)Nc3ccccc3)CC2)cc1	126.8	100.2	117.1	102.9	97.9	97.2	105.2	102.9
COc1ccc(/C(C)=C(/c2ccc(OCCCN(C)C)cc2)c2ccc(OC(=O)c3ccccc3)cc2)cc1	92.3	66.4	74.5	-2.6*	64.3	52.5	85.7	69.4
O=c1ccn(CCOc2nc(-c3ccc(F)cc3)cc(-c3ccco3)n2)c(=O)[nH]1	83.8	107.3	110.0	98.4	92.3	·	102.6	102.8
COc1cc(CNC(=O)C2CSC3(C)c4ccccc4C(=O)N23)cc(OC)c1OC (stereo not drawn)	90.1	108.3	108.3	105.0	90.7	88.4	102.1	83.1
CC(=O)c1ccc2cc3c(cc2c1)OCO3	92.2	101.5	100.3	106.6	111.5	92.2	97.9	108.4
N#CC1=C(N)OC(C2CC2)=C(C#N)C1c1cccs1 (stereo not drawn)	102.8	90.4	95.1	103.4	88.9	102.0	104.0	98.3
CCCCCCCC(=O)N1CCOCC1	98.6	105.2	98.8	90.1	115.2	131.1	102.4	113.5
COc1cc2c(cc1OC)C1=NN(C(=O)Nc3ccc(C)cc3C)C(c3ccc(F)cc3)C1C2 (stereo not drawn)	105.1	106.7	99.1	96.0	79.0	117.0	92.9	88.2
C=CCn1c(SCC(=O)Nc2ccc(C(=O)/C=C/c3ccc(OC)cc3)cc2)nnc1-c1ccccc1	91.6	81.5	88.4	87.2	84.5	86.0	92.2	83.0
CCOC(=O)/C(=C/CC/C(C)=C/CC/C(C)=C/CCc1ccoc1)CC(=O)N1CCOCC1	79.0	100.2	·	·	85.1	64.6	91.4	98.4
CCCCCCCCCCCCO	91.6	102.5	91.9	96.4	109.8	98.9	98.5	97.9
O=S(=O)(Nc1nccs1)c1ccc(Nc2nc(-c3ccncc3)cs2)cc1	93.8	102.7	106.7	95.8	104.1	96.9	106.7	104.2
CC(=O)Nc1ccc(Nc2cc(S(=O)(=O)O)c(N)c3c2C(=O)c2ccccc2C3=O)cc1	122.1	110.5	121.3	97.5	55.2	42.6	99.7	107.1
CCOC(=O)C1OC1(C)c1ccc(Cl)cc1 (stereo not drawn)	94.8	100.5	105.7	99.6	105.5	97.4	102.3	84.9
O=C1CC(c2nc3ccccc3o2)CN1c1ccccc1 (stereo not drawn)	101.1	108.9	·	95.0	84.4	92.9	99.4	94.8
O=C1C(Cl)=C(Nc2cccc(C(F)(F)F)c2)C(=O)N1c1ccc(Cl)cc1	79.4	79.0	97.8	74.9	77.8	76.2	90.2	84.4
Nc1nnc(Cc2ccccc2)n1N	112.0	104.9	100.8	86.7	90.2	122.2	103.8	100.0
Cc1ccccc1-n1c(C)nc2ccc(N3CCNC3=O)cc2c1=O	105.6	108.3	98.8	98.0	102.8	91.5	98.8	108.0
O=C1C=C(OCC=C(Br)Br)C(=O)c2ccccc21	106.3	91.4	·	53.5	·	·	85.1	106.7
N#Cc1ccccc1-c1ccc(Cn2c(-c3cscn3)nc3cc(Cl)ccc32)cc1	96.7	100.4	83.3	59.8	84.0	71.8	89.6	75.0
COc1cccc(N2CCN(c3ncnc4c3[nH]c3ccc(F)cc34)C[C@H]2C)c1	56.6	41.7	50.9	63.1	33.3	53.3	-62.3*	61.0
N#Cc1cccc(OCc2nc(N)nc(N)c2-c2ccc(Cl)c(Cl)c2)c1	35.9	23.2	·	15.5	·	·	22.4	7.7*
Clc1ccccc1C=Nc1ccc2c(c1)Cc1cccc(N=Cc3ccccc3Cl)c1-2	89.6	93.7	103.0	104.5	94.0	·	·	100.2
COc1ccc(C(=O)NNc2nc(N3CCN(C4CCCCC4)CC3)nc(N3CCN(C(c4ccccc4)c4ccccc4)CC3)n2)cc1	78.6	85.0	71.3	86.3	58.1	64.3	22.5	72.5
COc1ccc(C(CC(=O)c2ccc(C)cc2)Sc2ccccc2N)cc1 (stereo not drawn)	109.0&111.2	95.5&117.8	101.0	84.2&88.2	79.6&91.2	88.6	99.9	96.6&98.6
O=C(c1ccc([N+](=O)[O-])cc1)N(Cc1ccccc1)Cc1ccccc1	95.5	87.8	102.7	88.2	77.3	·	93.4	95.9
Nc1cccc(-n2c(COc3ccc(OC(F)(F)F)cc3)nc3ccccc32)c1	99.0&106.6	103.1&110.0	100.0&86.9	93.9&80.6	94.0&97.5	122.2&63.0	101.2&81.4	110.5&108.3
CC(C)(O)CC(=O)/C=C\c1ccc2c(c1)OCO2	101.8	104.8	97.9	95.6	99.2	99.4	108.1	103.2
O=C(OC1C(OC(=O)c2cccnc2)C(OC(=O)c2cccnc2)C(OC(=O)c2cccnc2)C(OC(=O)c2cccnc2)C1OC(=O)c1cccnc1)c1cccnc1 (stereo not drawn)	91.0&97.1	94.0&99.4	103.9	105.5&95.9	94.7&63.4	124.2&87.8	104.3&98.9	98.2&97.1
CCOc1ccccc1Nc1nc(N)nc(Cl)c1CC	101.8	106.1	72.3	99.0	92.7	84.3	104.9	96.5
Cc1cc(Cl)ccc1NC(=O)Oc1ccc(C#N)cc1	97.7	100.8	100.4	·	97.0	107.7	98.1	97.2
COc1cc(CCn2nnc3c(NCCCO)ncnc32)cc(OC)c1	100.1	101.9	·	97.0	100.5	95.9	95.4	93.1
CC(=O)OCc1ccc[n+]([O-])c1	102.1	104.1	·	104.1	93.7	·	100.5	110.8
Cc1ccc(-c2ccnc3c2c(=O)[nH]c(=O)n3CCc2ccccc2)cc1	100.3	103.0	·	87.6	·	91.9	101.4	89.8
Fc1ccc(-c2ccc(CCC3CC3)cc2)cc1	100.9	108.0	103.0	99.5	113.5	107.6	99.5	102.6
COc1ccc(CCc2ccnc3ccccc23)cc1	66.8	103.7	55.7	69.7	79.9	70.5	71.7	73.8
CC(=C/c1ccccc1)/C=C1/NC(=S)N(CN2CCCCCC2)C1=O	102.8	101.9	101.6	102.7	96.1	95.2	94.6	76.5
NS(=O)(=O)c1cc[n+]([O-])c2ccccc12	100.7	96.2	101.7	93.2	98.4	104.1	112.8	98.0
CN(C)CCNC(=O)c1cc2c3ccccc3[nH]c2c2ncccc12	38.8	71.5	66.7	31.4	11.4	40.1	58.4	49.7
CCSc1nc(NC)c2c(C)csc2n1	103.5	105.2	98.2	97.9	96.7	82.5	99.4	91.6
OCc1c(-c2ccccc2)nc2sccn12	95.5	101.9	86.9	103.8	17.9	-8.4*	80.2	100.6
CCN(CC)CC(O)CNc1ccnc2cc(Cl)ccc12 (stereo not drawn)	105.5&104.9	89.2&98.5	96.1&87.7	91.6&95.3	115.0	92.5	118.8	99.8&105.2
Nc1nc(N)c2c(n1)CN(Cc1ccc(Cl)cc1)C2	98.2	110.5	91.5	100.8	96.2	102.2	110.8	83.4
N#Cc1c(N)nc(Nc2nc3ccccc3[nH]2)nc1-c1ccc(Cl)cc1Cl	93.7	101.5	108.4	100.4	121.1	93.7	97.7	103.4
Cn1ccc2c3nnn(Cc4ccccc4)c3ccc21	107.1	102.0	106.6	97.3	95.4	66.3	117.6	100.3
CCN(CC)CCC(=O)c1cc(-c2ccccc2)oc1-c1ccccc1	92.9	93.9	100.2	95.2	50.0	·	99.0	87.7
CS(=O)c1nccc(-c2c(-c3ccc(F)c(OCc4ccccc4)c3)nc3sccn23)n1 (stereo not drawn)	102.6	96.5	83.0	81.7	76.4	51.8	100.4	100.3
O=[N+]([O-])c1ccc(/C=N/N2CCOCC2)s1	115.7	111.5	104.0	95.2	89.0	·	95.4	96.7
COc1ccc(-c2ccc(NC(=O)Nc3ccc(Cl)c(C(F)(F)F)c3)c(C)n2)cc1OC	77.1	47.0	67.3	78.6	55.0	70.5	63.9	44.6
CCOC(=O)c1c2ccc3cn(Cc4ccc(Cl)cc4)nc3c2c(C)n1Cc1ccccc1	76.6	·	84.7	90.0	91.5	57.1	95.7	95.1
Continuation:
SMILES	HOP-62	M14	EKVX	LOX IMVI	CCRF-CEM	HOP-92	SK-MEL-5	A549/ATCC
O=C1/C(=C/C(Cl)=C/c2ccccc2)SC(=S)N1CCc1ccc(O)cc1	-6.2*	-12.7*	11.0	-79.2*	9.7*	-1.9*	-47.6*	-5.6*
CC1(C)C2CCC1(C)C1(C2)OCCS1 (stereo not drawn)	100.9	113.3	87.4	92.2	109.5	101.8	93.8	99.0
CCOc1ccc(Br)cc1/C=C1\SC(=S)N(NC(=O)Cc2ccccc2Nc2c(Cl)cccc2Cl)C1=O	95.2	87.3	·	99.6	71.2	88.7	95.9	80.4
CC1=CC2c3oc(-c4ccccc4)c(C(=O)c4ccccc4)c3CNC2C=C1 (stereo not drawn)	74.5	96.1	107.0	86.2	76.1	97.5	103.2	74.2
Clc1ccc(-c2cc(-c3ccc(N4CCOCC4)cc3)n3c(n2)nc2ccccc23)cc1	98.8	95.5	102.6	98.3	103.0	72.4	96.3	100.2
CC1(C)CCc2ccccc2O1	115.6	110.6	115.9	110.6	91.6	92.6	100.4	94.1
CCCCCCCC(=O)SCC/C=C/[C@@H]1CC(=O)NCc2nc(co2)C2=N[C@@](C)(CS2)C(=O)N[C@@H](C(C)C)C(=O)N1	81.3	92.5	94.4	99.1	100.1	97.6	97.9	92.4
COc1ccc(CN2[C@@H](C(=O)NCc3ccc(C(=O)NO)cc3)Cc3c([nH]c4ccccc34)[C@@H]2C2CC2)cc1	24.0	16.1	28.9	11.7	15.0	-3.9*	-19.9*	40.3
O=C1N=C(N2CCCCC2)S/C1=C\c1ccc(F)cc1	107.9	105.0	105.8	102.6	89.4	76.0	100.8	98.1
O=[N+]([O-])c1cc(Cl)ccc1-n1cc(COc2ncnc3sc4c(c23)CCCC4)nn1	89.5	89.3	89.2	92.4	95.9	102.0	97.3	103.1
Cc1ccc2[nH]c(=O)cc(N/N=C/c3ccc(F)cc3)c2c1	85.7	79.4	57.4	91.1	67.1	97.5	54.7	88.4
Nc1nc(N)c2c(n1)NC(c1sc(Cl)nc1Cl)CC(c1ccc(F)cc1)=N2 (stereo not drawn)	95.7	95.5	·	90.1	84.2	50.6	81.1	85.8

In the list so far, eight have an NH in an aromatic ring.
SMILES	HOP-62	M14	EKVX	LOX IMVI	CCRF-CEM	HOP-92	SK-MEL-5	A549/ATCC
Brc1cnc2[nH]cc(-c3nnc(-c4ccccc4)o3)c2c1	85.2	76.6	31.4	·	102.3	74.7	80.4	81.2
O=c1ccn(CCOc2nc(-c3ccc(F)cc3)cc(-c3ccco3)n2)c(=O)[nH]1	83.8	107.3	110.0	98.4	92.3	·	102.6	102.8
COc1cccc(N2CCN(c3ncnc4c3[nH]c3ccc(F)cc34)C[C@H]2C)c1	56.6	41.7	50.9	63.1	33.3	53.3	-62.3*	61.0
Cc1ccc(-c2ccnc3c2c(=O)[nH]c(=O)n3CCc2ccccc2)cc1	100.3	103.0	·	87.6	·	91.9	101.4	89.8
CN(C)CCNC(=O)c1cc2c3ccccc3[nH]c2c2ncccc12	38.8	71.5	66.7	31.4	11.4	40.1	58.4	49.7
N#Cc1c(N)nc(Nc2nc3ccccc3[nH]2)nc1-c1ccc(Cl)cc1Cl	93.7	101.5	108.4	100.4	121.1	93.7	97.7	103.4
COc1ccc(CN2[C@@H](C(=O)NCc3ccc(C(=O)NO)cc3)Cc3c([nH]c4ccccc34)[C@@H]2C2CC2)cc1	24.0	16.1	28.9	11.7	15.0	-3.9*	-19.9*	40.3
Cc1ccc2[nH]c(=O)cc(N/N=C/c3ccc(F)cc3)c2c1	85.7	79.4	57.4	91.1	67.1	97.5	54.7	88.4
